Source: PubChem BioAssay (several laboratories)
Dyrk1A ADPGlo – rat Dyrk1A kinase inhibitors, primary screen, biochemical, single point, plate reader. inhibition, % at 12.5 µM. 310,000 tested, 0.43% active. AID 504441, 2011. ADP-Glo luminescence, NFATc1 peptide; in the data active means inhibition above about 50%;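 further: plate controls were vehicle with enzyme for no effect and no enzyme for full effect; many of its hits are not listed in these tables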
KCNK9 inh – KCNK9 potassium channel inhibitors, primary screen, HEK293 cells, thallium flux. 310,000 tested, 1.2% active. Potassium channel subfamily K member 9 (Homo sapiens), Q9NPC2. AID 488922, 2010. FluxOR thallium flux fluorescence; stronger effect = lower value. B-score at 10 µM;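 active means ratio B-score over 3 SD below the library mean, with starting fluorescence within 5 SD of its mean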;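 further: negative B-score means less thallium flux so channel inhibition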
TRPC4 potent – positive allosteric modulators of TRPC4, primary screen, cell-based, mouse TRPC4beta, HEK293 mu-opioid, Fluo-4 calcium; AID 2227, 2009; B-score at 10 µM; Short transient receptor potential channel 4 (Mus musculus), Q9QUQ5; 310,000 tested, 0.42% active; DAMGO EC20, Fluo-4 Ca2+ flux; stronger effect = higher value;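 active means B-score of calcium response area above 5 SD of library B-scores, with initial fluorescence ratio within 5 SD of library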;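 further: B-score of integrated fluorescence ratio over time as area under calcium response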
KCNK3 block – human KCNK3 channel inhibitors, primary screen, CHO cells, FluxOR thallium flux, B-score; B-score at 10 µM; 340,000 tested, 0.84% active; AID 602410, 2012; FluxOR fluorescence; stronger effect = lower value; Potassium channel subfamily K member 3 (Homo sapiens), O14649;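 active means B-score under library mean minus 4 SD, starting fluorescence ratio at most library mean plus 5 SD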;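 further: more negative B-score means stronger inhibition of thallium flux through KCNK3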
TRPC4 act – activators of mouse TRPC4 channel, primary screen, Fluo4 calcium, HEK293 TRPC4beta/mu-opioid cells; Short transient receptor potential channel 4 (Mus musculus), Q9QUQ5; 310,000 tested, 0.49% active; AID 2237, 2010; B-score at 10 µM; Fluo4 calcium fluorescence; stronger effect = higher value;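 active means B-score above 5 SD of library B-scores, and initial fluorescence ratio not above library mean plus 5 SD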;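 further: positive B-score marks a calcium rise read as TRPC4 activation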
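System – HEK293 cells stably co-expressing mouse TRPC4beta and mu-opioid receptor · Signal – Fluo4 calcium-sensitive dye fluorescence, kinetic, 1 Hz baseline · Benchmarks – buffer (low) and maximal DAMGO (high) · Read-out – B score of integrated fluorescence ratio per well · Incubation – dye loading 45 min room temperature, 110 s kinetic read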
hERG rescue – hERG rescue from dofetilide block, primary screen, cell-based, CHO-hERG, FluxOR thallium flux, dofetilide IC70. dofetilide IC70 present. activation (rescue from dofetilide block), less the hit threshold, % at 10 µM. AID 1511, 2009. Voltage-gated inwardly rectifying potassium channel KCNH2 (Homo sapiens), Q12809. 310,000 tested, 0.51% active;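 active means activation above the mean of controls blocked by dofetilide plus 5 SD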;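 further: thallium influx through hERG after potassium depolarization seen as dye fluorescence rise; in these data hits start at about 4.7%; inactives centre near -7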
Target sequence (Q12809 whole entry, looked up): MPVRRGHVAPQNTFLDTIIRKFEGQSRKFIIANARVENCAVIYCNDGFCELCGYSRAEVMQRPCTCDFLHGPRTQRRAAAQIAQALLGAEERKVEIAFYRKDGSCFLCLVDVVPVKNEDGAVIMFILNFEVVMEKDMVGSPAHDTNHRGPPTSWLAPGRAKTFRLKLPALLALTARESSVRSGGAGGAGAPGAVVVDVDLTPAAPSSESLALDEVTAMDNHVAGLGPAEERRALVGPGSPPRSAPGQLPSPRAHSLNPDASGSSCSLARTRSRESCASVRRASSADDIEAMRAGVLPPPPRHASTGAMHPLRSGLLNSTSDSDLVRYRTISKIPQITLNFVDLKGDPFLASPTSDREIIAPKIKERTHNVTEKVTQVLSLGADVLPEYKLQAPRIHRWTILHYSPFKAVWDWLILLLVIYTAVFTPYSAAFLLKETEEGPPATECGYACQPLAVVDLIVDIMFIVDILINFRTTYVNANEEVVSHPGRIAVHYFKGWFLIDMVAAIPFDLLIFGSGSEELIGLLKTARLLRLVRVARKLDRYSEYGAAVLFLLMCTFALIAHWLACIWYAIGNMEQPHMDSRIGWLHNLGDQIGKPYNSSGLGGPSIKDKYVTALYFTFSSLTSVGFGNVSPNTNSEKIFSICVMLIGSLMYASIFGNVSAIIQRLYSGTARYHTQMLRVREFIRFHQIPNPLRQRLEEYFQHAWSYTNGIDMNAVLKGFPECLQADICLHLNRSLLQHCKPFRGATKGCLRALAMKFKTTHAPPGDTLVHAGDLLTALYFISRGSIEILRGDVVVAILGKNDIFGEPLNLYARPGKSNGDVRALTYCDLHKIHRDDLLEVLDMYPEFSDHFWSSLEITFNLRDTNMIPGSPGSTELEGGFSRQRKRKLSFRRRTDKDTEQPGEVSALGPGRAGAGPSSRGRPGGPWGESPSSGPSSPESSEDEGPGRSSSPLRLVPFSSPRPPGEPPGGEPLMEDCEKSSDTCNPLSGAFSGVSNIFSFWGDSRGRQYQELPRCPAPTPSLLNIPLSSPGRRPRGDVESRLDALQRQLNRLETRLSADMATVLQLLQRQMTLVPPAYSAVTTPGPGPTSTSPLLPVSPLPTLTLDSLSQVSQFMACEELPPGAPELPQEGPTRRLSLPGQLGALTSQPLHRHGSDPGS
KCNQ1 inh – inhibitors of human KCNQ1 channel, primary screen, cell-based, thallium flux, high-throughput; Potassium voltage-gated channel subfamily KQT member 1 (Homo sapiens), P51787; CHO-K1 KCNQ1, FluxOR thallium flux fluorescence; stronger effect = higher value; B-score at 10 µM; 310,000 tested, 1.3% active; AID 2642, 2010;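 active means compounds whose thallium flux B-score, printed positive for inhibition, exceeds three library SD while starting fluorescence stays within three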;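 further: channel opened by potassium depolarization with thallium stimulus after 20 min compound exposure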
ANO1 block – TMEM16A chloride channel inhibitors, primary screen, cell-based, HTS; Anoctamin-1 (Mus musculus), Q8BHY3; HEK293 TMEM16A/YFP iodide influx fluorescence, ionomycin; normalized B-score (activity score, 25-100; higher = stronger inhibition) at 10 µM; 310,000 tested, 1.2% active;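 active means ratio plate-corrected score three or more library SD toward inhibition, starting fluorescence score within five deviations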;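 further: score derived from kinetic fluorescence span divided by baseline fluorescence per well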
KCNQ1 act – potentiators or activators of KCNQ1 channel, primary screen, cell-based, thallium flux, high-throughput; CHO-K1 KCNQ1, thallium flux FluxOR fluorescence; stronger effect = higher value; B-score at 10 µM; 310,000 tested, 0.35% active; AID 2648, 2010;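 active means fluorescence ratio B-score, a plate-corrected score, at least three library SD, with initial intensity B-score within 5 SD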
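Assay system: CHO-K1 cells stably expressing KCNQ1; Medium: assay buffer with matched DMSO; Also added: K+/Tl+ depolarizing stimulus; Dosing: single dose; Timing: dye 90 min, compound 20 min, room temperature; Measured by: kinetic FluxOR thallium fluorescence, 10-s 1-Hz baseline, 110-s post-stimulus read; Read-out: peak-minus-minimum fluorescence over initial fluorescence, negative-control normalized, B-scored.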
ANO1 activ – TMEM16A chloride channel activators or potentiators, primary screen, cell-based, HTS; Anoctamin-1 (Mus musculus), Q8BHY3; HEK293 TMEM16A/YFP-H148Q/I152L, iodide quench fluorescence; stronger effect = lower value; B-score at 10 µM; 340,000 tested, 0.3% active;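 active means fluorescence-ratio B-score plate-corrected deviation score at least 3 library SD below zero, with starting fluorescence score within 5 deviations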;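 further: channel opened by trigger with iodide after compound preincubation; score built on the fluorescence ratio of max minus min over baseline; more negative score means more quench and so TMEM16A activation or potentiation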
HDAC3 inh – HDAC3 deacetylase inhibitors, primary screen, biochemical, fluorescence, cell-free homogeneous; Histone deacetylase 3 (Homo sapiens), O15379; recombinant HDAC3, fluorogenic peptide/trypsin coupled; inhibition, % at 8.3 µM; 320,000 tested, 0.15% active; in the data active means inhibition above about 26%, passing the limit was not always enough
* = called active by the depositor. A portion of the library; the hit share may differ from the screen's.

How did O=C(Nc1nc2c(s1)C(=O)CCC2)c1ccccc1 do in these assays?
Dyrk1A ADPGlo: 7; KCNK9 inh: inactive; TRPC4 potent: inactive; KCNK3 block: inactive; TRPC4 act: inactive; hERG rescue: -6; KCNQ1 inh: inactive; ANO1 block: inactive; KCNQ1 act: inactive; ANO1 activ: inactive; HDAC3 inh: 5

What do the screens show for `CCC(CO)NC(=O)c1ccccc1C(F)(F)F` (centres undefined)?
Dyrk1A ADPGlo: -10; KCNK9 inh: inactive; TRPC4 potent: inactive; KCNK3 block: inactive; TRPC4 act: inactive; hERG rescue: -8; KCNQ1 inh: inactive; ANO1 block: inactive; KCNQ1 act: inactive; ANO1 activ: inactive; HDAC3 inh: 1

What do the screens show for `O=C(c1ccco1)N1CCN(C(=O)c2oc(=O)c3ccccc3c2-c2ccccc2)CC1`?
Dyrk1A ADPGlo: -3; KCNK9 inh: inactive; TRPC4 potent: inactive; KCNK3 block: inactive; TRPC4 act: inactive; hERG rescue: -9; KCNQ1 inh: inactive; ANO1 block: inactive; KCNQ1 act: inactive; ANO1 activ: inactive; HDAC3 inh: 1

What do the screens show for `O=C(Nc1nc(-c2ccc3ccccc3c2)cs1)C1CCN(S(=O)(=O)c2cccs2)CC1`?
Dyrk1A ADPGlo: 4; KCNK9 inh: inactive; TRPC4 potent: inactive; KCNK3 block: inactive; TRPC4 act: inactive; hERG rescue: -4; KCNQ1 inh: inactive; ANO1 block: inactive; KCNQ1 act: inactive; ANO1 activ: inactive

What do the screens show for `Cc1cccc(OCCCC(=O)NCCc2ccccc2)c1`?
Dyrk1A ADPGlo: 2; KCNK9 inh: inactive; TRPC4 potent: inactive; KCNK3 block: inactive; TRPC4 act: inactive; hERG rescue: -9; KCNQ1 inh: inactive; ANO1 block: inactive; KCNQ1 act: inactive; ANO1 activ: inactive; HDAC3 inh: -3

Results for CC(C)(C)NC(=O)COC(=O)c1ccc(O)cc1 ?
Dyrk1A ADPGlo: 2; KCNK9 inh: inactive; TRPC4 potent: inactive; KCNK3 block: inactive; TRPC4 act: inactive; hERG rescue: -1; KCNQ1 inh: inactive; ANO1 block: inactive; KCNQ1 act: inactive; ANO1 activ: inactive; HDAC3 inh: -6

Results for O=C(O)c1[nH]c2ccccc2c1C(c1c(F)cccc1Cl)c1c(C(=O)O)[nH]c2ccccc12 ?
Dyrk1A ADPGlo: -4; KCNK9 inh: inactive; TRPC4 potent: inactive; KCNK3 block: inactive; TRPC4 act: inactive; hERG rescue: -2; KCNQ1 inh: inactive; ANO1 block: inactive; KCNQ1 act: inactive; ANO1 activ: inactive; HDAC3 inh: -4

What do the screens show for `Cc1ccccc1CC(=O)N1CCCC1`?
Dyrk1A ADPGlo: 2; KCNK9 inh: inactive; TRPC4 potent: inactive; KCNK3 block: inactive; TRPC4 act: inactive; hERG rescue: -8; KCNQ1 inh: inactive; ANO1 block: inactive; KCNQ1 act: inactive; ANO1 activ: inactive; HDAC3 inh: 2

How did Cc1ccnc(NC(=O)c2ccc(Cl)c(S(=O)(=O)N3CCCC3)c2)c1 do in these assays?
Dyrk1A ADPGlo: -11; KCNK9 inh: inactive; TRPC4 potent: inactive; KCNK3 block: inactive; TRPC4 act: inactive; hERG rescue: -15; KCNQ1 inh: inactive; ANO1 block: inactive; KCNQ1 act: inactive; ANO1 activ: inactive; HDAC3 inh: 6

Results for CCCC(=O)Oc1c(S(=O)(=O)c2ccc(C)cc2)c(C)nn1C(C)(C)C ?
Dyrk1A ADPGlo: 7; KCNK9 inh: inactive; TRPC4 potent: inactive; KCNK3 block: -8.8*; TRPC4 act: inactive; hERG rescue: -13; KCNQ1 inh: inactive; ANO1 block: inactive; KCNQ1 act: inactive; ANO1 activ: inactive

How did COc1ccc(NC(=O)c2cnc(SC)nc2C)c(OC)c1 do in these assays?
Dyrk1A ADPGlo: -2; KCNK9 inh: inactive; TRPC4 potent: inactive; KCNK3 block: inactive; TRPC4 act: inactive; hERG rescue: -6; KCNQ1 inh: inactive; ANO1 block: inactive; KCNQ1 act: inactive; ANO1 activ: inactive; HDAC3 inh: 2

How did CCC(=O)N1CCN(c2ccccc2NC(=O)COc2cccc(C)c2)CC1 do in these assays?
Dyrk1A ADPGlo: 5; KCNK9 inh: inactive; TRPC4 potent: inactive; KCNK3 block: inactive; TRPC4 act: inactive; hERG rescue: -19; KCNQ1 inh: inactive; ANO1 block: inactive; KCNQ1 act: inactive; ANO1 activ: inactive; HDAC3 inh: -3

Results for CN1CCN(S(=O)(=O)c2ccc(NC(=S)NC(=O)C3CCCCC3)cc2)CC1 ?
Dyrk1A ADPGlo: -3; KCNK9 inh: inactive; TRPC4 potent: inactive; KCNK3 block: inactive; TRPC4 act: inactive; hERG rescue: -9; KCNQ1 inh: inactive; ANO1 block: inactive; KCNQ1 act: inactive; ANO1 activ: inactive; HDAC3 inh: 2

How did CC1CN(C(=O)CN2C(=O)NC(C)(c3ccccc3)C2=O)CC(C)O1 (centres undefined) do in these assays?
Dyrk1A ADPGlo: -4; KCNK9 inh: inactive; TRPC4 potent: inactive; KCNK3 block: inactive; TRPC4 act: inactive; hERG rescue: -9; KCNQ1 inh: inactive; ANO1 block: inactive; KCNQ1 act: inactive; ANO1 activ: inactive; HDAC3 inh: 5

Results for COCCNS(=O)(=O)c1cc2[nH]c3c(c2cc1C)C(=O)CC(C)(C)C3 ?
Dyrk1A ADPGlo: -2; KCNK9 inh: inactive; TRPC4 potent: inactive; KCNK3 block: inactive; TRPC4 act: inactive; hERG rescue: -1; KCNQ1 inh: inactive; ANO1 block: inactive; KCNQ1 act: inactive; ANO1 activ: inactive; HDAC3 inh: -7

Results for COc1ccc(/C=c2/sc3n(c2=O)C(c2ccccc2OC)C2=C(N=3)c3ccccc3CC2)cc1O (centres undefined) ?
Dyrk1A ADPGlo: -1; KCNK9 inh: inactive; TRPC4 potent: inactive; KCNK3 block: inactive; TRPC4 act: inactive; hERG rescue: -8; KCNQ1 inh: inactive; ANO1 block: inactive; KCNQ1 act: inactive; ANO1 activ: inactive; HDAC3 inh: -1

How did CCn1c(=O)cc(SCC(=O)NCc2ccc(C)cc2)c2ccccc21 do in these assays?
Dyrk1A ADPGlo: 1; KCNK9 inh: inactive; TRPC4 potent: inactive; KCNK3 block: inactive; TRPC4 act: inactive; hERG rescue: -7; KCNQ1 inh: inactive; ANO1 block: inactive; KCNQ1 act: inactive; ANO1 activ: inactive; HDAC3 inh: -4

Results for O=C(Cc1ccccc1)Nc1ccc2c(c1)C(=O)N(CC1CCCO1)C2=O (centres undefined) ?
Dyrk1A ADPGlo: -4; KCNK9 inh: inactive; TRPC4 potent: inactive; KCNK3 block: inactive; TRPC4 act: inactive; hERG rescue: -4; KCNQ1 inh: inactive; ANO1 block: inactive; KCNQ1 act: inactive; ANO1 activ: inactive; HDAC3 inh: -19

Results for Cc1ccc(NC(=S)N(CCCN2CCOCC2)Cc2ccccn2)cc1 ?
Dyrk1A ADPGlo: -5; KCNK9 inh: inactive; TRPC4 potent: inactive; KCNK3 block: inactive; TRPC4 act: inactive; hERG rescue: -9; KCNQ1 inh: inactive; ANO1 block: inactive; KCNQ1 act: inactive; ANO1 activ: inactive; HDAC3 inh: 8

What do the screens show for `C/C(=N\NC(=O)c1sccc1C)c1cccnc1`?
Dyrk1A ADPGlo: 8; KCNK9 inh: inactive; TRPC4 potent: inactive; KCNK3 block: inactive; TRPC4 act: inactive; hERG rescue: -11; KCNQ1 inh: inactive; ANO1 block: inactive; KCNQ1 act: inactive; ANO1 activ: inactive; HDAC3 inh: -5

How did Cc1nc(CCN2C(=O)c3ccccc3C2=O)cs1 do in these assays?
Dyrk1A ADPGlo: -2; KCNK9 inh: inactive; TRPC4 potent: inactive; KCNK3 block: inactive; TRPC4 act: inactive; hERG rescue: -13; KCNQ1 inh: inactive; ANO1 block: inactive; KCNQ1 act: inactive; ANO1 activ: inactive; HDAC3 inh: 17

What do the screens show for `Cc1ccccc1-n1cc[nH]c1=S`?
Dyrk1A ADPGlo: 0; KCNK9 inh: inactive; TRPC4 potent: inactive; KCNK3 block: inactive; TRPC4 act: inactive; hERG rescue: -5; KCNQ1 inh: inactive; ANO1 block: inactive; KCNQ1 act: inactive; ANO1 activ: inactive; HDAC3 inh: 7

How did NC(=O)CCC(=O)N1CCCC(C(=O)c2ccc3c4c(cccc24)CC3)C1 (centres undefined) do in these assays?
Dyrk1A ADPGlo: -1; KCNK9 inh: inactive; TRPC4 potent: inactive; KCNK3 block: inactive; TRPC4 act: inactive; hERG rescue: -7; KCNQ1 inh: inactive; ANO1 block: inactive; KCNQ1 act: inactive; ANO1 activ: inactive; HDAC3 inh: -8

What do the screens show for `Oc1c(C(c2ccco2)N2CCC3(CC2)OCCO3)sc2ncnn12` (centres undefined)?
Dyrk1A ADPGlo: -10; KCNK9 inh: inactive; TRPC4 potent: inactive; KCNK3 block: inactive; TRPC4 act: inactive; hERG rescue: -5; KCNQ1 inh: inactive; ANO1 block: inactive; KCNQ1 act: inactive; ANO1 activ: inactive; HDAC3 inh: 12
